# MsrA inhibitor: bovine MsrA inhibition; 360,000 tested, 0.75% active; purified bovine MsrA, absorbance read-out; inhibition, % at 15.5 µM; in the data active = inhibition above about 4.5%;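 also: 0% = vehicle wells with enzyme and 100% = reference inhibitor wells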
# NadD block: NadD (S. aureus) enzyme inhibition | purified NadD enzyme, colorimetric absorbance read-out | inhibition, % at 20 µM | 360,000 tested, 0.78% active | AID 602399; in the data active = inhibition above about 26%; also: some compounds past the cut are filed as inactive
# TbMetRS inhib: Trypanosoma brucei MetRS inhibition; purified T. brucei MetRS, ATP depletion, Kinase-Glo luminescence; inhibition, % at 11.9 µM; 360,000 tested, 0.4% active;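 active = inhibition above a per-plate cutoff of the control wells' mean inhibition plus 3 SD, cut at about 5.5% in these data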;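 also: 0% = DMSO wells median and 100% = median of wells with control inhibitor compound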
#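 Dosing: 11.9 µM single point; system: parasite MetRS enzyme; technique: luminescence of leftover ATP; times: 15 min enzyme-compound preincubation, 2 h reaction, 10 min detection, 25 °C; replicates: each compound tested once; read-out basis: percent inhibition relative to median high and low control wells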
# STEP block: blocks human striatal-enriched tyrosine phosphatase; recombinant STEP, OMFP fluorogenic substrate, fluorescence; 360,000 tested, 0.25% active; P54829; inhibition, % at 20 µM;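 active = inhibition at 20 µM, scaled per plate between control wells, above about 37%, limit read from the data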;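 also: 0% = DMSO with enzyme and substrate and 100% = substrate only without enzyme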
#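 System: STEP (striatal-enriched tyrosine phosphatase) enzyme, cell-free; medium: Bis-Tris pH 6.0 buffer with DTT, detergent; dosing: 20 µM, 1% DMSO; times: reaction 20 min, ambient temperature; detection: fluorescence, 480/540 nm; read-out basis: normalized % inhibition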
# LMPTP inh: blocks human LMPTP phosphatase. P24666. recombinant LMPTP-A, OMFP fluorogenic substrate, fluorescence intensity. inhibition, % at 20 µM. 360,000 tested, 0.22% active. AID 651560;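 active = compounds that cut the enzyme signal by at least half of the control window in the single-dose screen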;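 also: plate controls were DMSO wells with enzyme plus substrate for no effect and substrate without enzyme for full effect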
# Target sequence (P24666 whole entry, looked up): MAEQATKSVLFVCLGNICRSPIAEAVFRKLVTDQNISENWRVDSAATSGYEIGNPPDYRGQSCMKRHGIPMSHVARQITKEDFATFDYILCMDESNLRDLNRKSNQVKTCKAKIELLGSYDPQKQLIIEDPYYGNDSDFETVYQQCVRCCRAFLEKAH
#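 Test system: LMPTP-A phosphatase enzyme; input: 0.625 nM LMPTP-A final; reagent: OMFP substrate, 400 µM final; compound dosing: 20 µM single dose, 3% DMSO; incubation: 50 min dark incubation at room temperature; measured by: endpoint fluorescence intensity from OMFP dephosphorylation; measure: % inhibition relative to no-enzyme and uninhibited control wells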
# CSN deneddyl inh: inhibitors of human CSN-mediated cullin deneddylation; Q92905; Purified CSN, SCF-Nedd8-OG deneddylation, fluorescence polarization; inhibition, % at 12.5 µM; 360,000 tested, 0.38% active;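 active = pattern-corrected inhibition above about 35%, with an unprinted fluorescence ratio check between 0.5 and 1.5, limit read from the data, passing the limit was not always enough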;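 also: 0% = enzyme with substrate and 100% = substrate without enzyme; some results filed as inactive read as strong as hits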
# Target sequence (Q92905 whole entry, looked up, one chain of several): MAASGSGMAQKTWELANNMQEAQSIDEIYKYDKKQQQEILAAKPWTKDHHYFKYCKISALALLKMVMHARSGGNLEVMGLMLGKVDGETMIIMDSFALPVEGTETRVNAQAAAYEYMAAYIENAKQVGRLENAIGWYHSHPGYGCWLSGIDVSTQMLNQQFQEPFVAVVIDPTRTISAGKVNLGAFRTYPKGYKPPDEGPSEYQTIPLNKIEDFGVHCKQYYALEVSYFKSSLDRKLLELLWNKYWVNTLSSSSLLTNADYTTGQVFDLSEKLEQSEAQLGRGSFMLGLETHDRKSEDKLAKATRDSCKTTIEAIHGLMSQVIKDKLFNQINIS
#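 Assay system: HEK293T-derived human Csn5 enzyme; quantity: 0.24 nM enzyme; medium: Tris/NaCl/DTT buffer, pH 7.5; also added: substrate SCFSkp2-Nedd8OG, 10 nM; doses: 12.5 µM compound; schedule: 90 min reaction at room temperature; signal: FP; read-out: % inhibition of substrate cleavage by Csn5; benchmarks: substrate-only high control, full reaction low control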
# Scp-1 inhibitor: Scp-1 (human) phosphatase inhibition; inhibition, % at 20 µM; 340,000 tested, 0.88% active; AID 493091; Recombinant Scp1, phosphopeptide, malachite green phosphate absorbance;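 active = inhibition above about 50% at 20 µM, limit read from the data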;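 also: plate controls were DMSO wells with enzyme for no effect and wells lacking enzyme for full effect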
# Target sequence (Q9GZU7 76-261 limits assumed): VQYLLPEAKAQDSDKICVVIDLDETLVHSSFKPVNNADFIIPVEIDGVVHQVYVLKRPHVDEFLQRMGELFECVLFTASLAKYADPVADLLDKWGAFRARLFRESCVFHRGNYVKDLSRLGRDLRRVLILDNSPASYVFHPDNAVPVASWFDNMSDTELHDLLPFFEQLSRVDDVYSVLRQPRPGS
#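 Test system – truncated SCP-1 phosphatase (76-261aa) · Reagent – Phosphorylated 17-residue peptide substrate · Incubation – 45 min room-temperature reaction, 5 min colour, 30 min stabiliser · Detection – colorimetric phosphate reagent with accelerator and stabiliser, absorbance at 630 nm · Measure – % inhibition at 20 µM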
# Rpn11 block: Rpn11 (human) deubiquitinase inhibition. calls only at 20 µM. human 26S proteasome, Ub4-pepOG fluorescence polarization; 20S core pre-blocked with epoxomicin. 360,000 tested, 0.59% active. O00487;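 active = inhibition at 20 µM, scaled to each plate's controls, above about 33%, limit read from the data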
# Target sequence (O00487 whole entry, looked up): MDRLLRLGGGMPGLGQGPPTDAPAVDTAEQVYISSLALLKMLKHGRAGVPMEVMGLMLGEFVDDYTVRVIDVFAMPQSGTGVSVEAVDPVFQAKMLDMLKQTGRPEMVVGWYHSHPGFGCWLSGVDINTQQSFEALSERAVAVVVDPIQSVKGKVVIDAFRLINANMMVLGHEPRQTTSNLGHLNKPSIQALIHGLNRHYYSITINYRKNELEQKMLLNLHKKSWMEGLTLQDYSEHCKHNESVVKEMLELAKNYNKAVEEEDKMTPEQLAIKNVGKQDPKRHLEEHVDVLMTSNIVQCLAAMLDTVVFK
# SUMO1 PPI mod: SUMO1-SIM interaction modulation; P63165; SUMO1 binding to a labelled peptide, TR-FRET, 1 h; inhibition, % at 20 µM; 360,000 tested, 0.33% active; in the data active = inhibition above about 37%
# DNMT1 block: inhibitors of human DNMT1; P26358; DNMT1 molecular beacon, Hinp1I cleavage, fluorescence; inhibition (reported as % activation of signal), % at 10 µM; 360,000 tested, 0.83% active; AID 588458; in the data active = inhibition above about 50%
# Starred values were filed as active, the others as inactive; i = inactive; . = not tested or not shown; + = active, no number. Rows are unselected. About 3.9% of those tested had a hit in this group.
Molecule	MsrA inhibitor	NadD block	TbMetRS inhib	STEP block	LMPTP inh	CSN deneddyl inh	Scp-1 inhibitor	Rpn11 block	SUMO1 PPI mod	DNMT1 block
Cc1cn(C2CCCCO2)c(=O)nc1NO (configuration not stated)	-1.4	2	0.1	-4	0.4	-1	4	i	-1	-2
CC(C)NC(=O)C(=O)Nc1cc2c3c(c1)CCC(=O)N3CCC2	1.7	1	-0.7	-1	-1.5	-1	0	i	7	2
CC(C)(C)N1C(=O)[C@H]2[C@@H](c3ccc(Br)cc3)N3C(=O)N(c4cccc(F)c4)C(=O)[C@@]3(C)[C@H]2C1=O	0.1	-5	-0.2	-3	1.0	-5	-9	i	4	1
COC(=O)c1ccc(NC(=O)CCCCCn2nnc3ccccc3c2=O)cc1	0.8	-7	0.3	-1	-1.2	2	-13	i	3	-1
O=C(C1=C[C@@H](c2ccc(C(F)(F)F)cc2)C[C@@H](OCc2ccc(CO)cc2)O1)N1CCN(Cc2ccc3c(c2)OCO3)CC1	-2.0	2	0.5	-1	5.7	-4	1	i	-1	-18
O=C(Nc1nnc(CSCc2ccccc2F)s1)c1cccc([N+](=O)[O-])c1	-0.2	5	-1.3	1	0.5	-3	-3	i	-3	3
Cc1c(C(=O)OC/C(O)=C(\C#N)c2nc3ccccc3[nH]2)oc2ccc(Br)cc12	0.3	43*	-0.2	-2	-0.8	7	1	i	3	11
CN(Cc1ccccc1)C(=O)COc1cc(Cl)ccc1Cl	.	-3	-0.2	-2	-1.2	-1	-13	i	7	2
CCC(C(=O)NC1CCCCC1)n1c2ccccc2c2nc(=O)cc(C)n21 (configuration not stated)	-0.1	-3	0.3	2	-1.8	-5	-2	i	1	0
NC(=O)C1CCN(CC(=O)Nc2cccnc2Cl)CC1	1.8	-13	-0.8	2	-1.6	0	-6	i	-1	0
CC/C=C\C/C=C\C/C=C\CCCCCCCC(=O)O	1.0	2	-1.3	-6	-2.3	34	49	i	19	37
CCN(CC)C(=O)C(=O)c1cn(CCOc2ccccc2)c2ccccc12	1.0	-2	0.6	-2	-0.7	-10	-10	i	1	-1
CCN1C(=O)[C@H]2[C@@H](c3ccccc3)N[C@]3(CCCN(Cc4ccc(C)cc4)C3=O)[C@H]2C1=O	-0.4	-5	0.2	-1	-2.5	0	.	i	6	-4
O=C(O)/C=C/C(=O)c1ccc(O)cc1	-0.9	-6	0.6	0	-1.3	0	4	i	5	2
Cc1cc(=O)[nH]c(-c2ccc(Cl)cc2)n1	-0.3	0	0.2	0	-0.1	-1	-7	i	1	0

# Later entries.
Molecule	MsrA inhibitor	NadD block	TbMetRS inhib	STEP block	LMPTP inh	CSN deneddyl inh	Scp-1 inhibitor	Rpn11 block	SUMO1 PPI mod	DNMT1 block
O=Nc1c(O)[nH]c2c(F)cccc12	1.4	1	-0.7	3	-17	-15	-3	i	-4	-6
NC(=O)c1cc(-c2ccccc2)sc1NC(=O)Cc1ccc(S(=O)(=O)N2CCOCC2)s1	0.4	13	-0.8	-6	1.4	3	0	i	1	-3
CN1CCCC(CN2c3ccccc3Sc3ccccc32)C1 (configuration not stated)	-0.8	0	-1.6	5	0.1	1	-4	i	0	-2
Cn1c(SCc2nc(-c3ccccc3)no2)nnc1-c1cccs1	-0.2	1	0.3	-2	-0.5	0	-5	i	1	-1
c1ccc(-c2nnc3sc(CN4CCc5ccccc54)cn23)cc1	1.0	8	0.2	3	0.5	-5	-1	i	7	-4
CCCCn1c(/N=C/c2ccc3c(c2)OCO3)nc2ccccc21	-0.3	4	3.9	0	9.4	0	3	i	-6	4
C=CCSc1nc2c(c(C3CC=CCC3)c1C#N)CCC2 (configuration not stated)	-0.2	14	-0.6	3	1.5	0	-10	i	0	0
O=C(COc1cccc(C(F)(F)F)c1)NCCCN1CCCC1=O	-0.8	3	-1.5	-3	0.1	5	5	i	1	7
COc1ccc(C(=O)Nc2ccccc2)cc1NC(=O)c1cccs1	-1.6	-6	0.1	-1	-0.5	0	-13	i	3	1
Cc1cc(Br)cc(C)c1OCC(=O)NNC(=O)c1cccs1	-1.2	0	1.3	0	-0.5	-1	-5	i	-2	2
O=C(NCC1COc2ccccc2O1)c1ccc(F)c(S(=O)(=O)N2CCOCC2)c1 (configuration not stated)	-2.5	-1	-0.4	0	-0.3	0	-6	i	-2	1
CCN(CC(=O)Nc1cc(Cl)ccc1C)C(=O)C1CC(=O)N(Cc2ccccc2)C1 (configuration not stated)	2.8	-3	0.8	3	-0.3	1	8	i	1	2
O=C(c1ccc(-c2ccccc2)c(F)c1)C1CCCN(CCCn2cccn2)C1 (configuration not stated)	-0.5	-9	-0.1	2	-0.1	-2	-14	i	0	0
Cc1cc(N=Nc2ccc(Cl)cc2)cc(CN2CCCC2)c1O	-0.1	-6	-0.1	2	2.8	2	-11	i	-53	-5
CCCCCN(C(=O)CCC(=O)OCCOc1ccc(OC)cc1)c1c(N)n(CCCC)c(=O)[nH]c1=O	.	-3	-0.4	-3	-0.5	1	-4	i	2	3

# Further entries follow:
Molecule	MsrA inhibitor	NadD block	TbMetRS inhib	STEP block	LMPTP inh	CSN deneddyl inh	Scp-1 inhibitor	Rpn11 block	SUMO1 PPI mod	DNMT1 block
CCOc1ccc2[nH]c(=O)c(C(c3nnnn3CC3CCCO3)N3CCc4ccccc4C3)cc2c1 (configuration not stated)	0.5	0	0.1	1	-1.2	-3	-6	i	-5	-12
CCOC(=O)c1ccc(NC(=O)C23CCC(C)(C(=O)O2)C3(C)C)cc1 (configuration not stated)	0.2	-3	-0.5	6	-2.2	-6	-2	i	-1	2
COc1ccc(C(=O)c2c3ccc(C(F)(F)F)cc3[n+]([O-])n2CCCC(N)=O)cc1	1.4	6	-0.7	-2	0.4	3	1	i	-13	0
CSc1nnc(-c2sc3cc(C(F)(F)F)cnc3c2-c2cccnc2)n1C	0.2	4	0.8	-2	-4.8	0	0	i	-4	3
CCOc1ccc(N(CC(=O)NCc2ccc(F)cc2)C(=O)c2ccco2)cc1	0.5	-3	-0.6	-2	0.6	4	3	i	-1	3
Cc1ccc(S(=O)(=O)n2ccc(-c3ccc(OCc4c(F)cccc4Cl)cc3)n2)cc1	1.2	-6	-0.1	1	2.4	-3	-12	i	0	1
CCCCN(CC)C(=O)Cn1nc(Cc2ccncc2)c2ccccc2c1=O	0.5	-6	0.1	-1	-1.1	-1	-13	i	1	-2
CCC1Oc2ccccc2N(CC(=O)NC2CCCCC2C)C1=O (configuration not stated)	-0.4	0	-0.2	-1	0.5	-2	-3	i	3	0
NC(=O)c1ccc(NC(=O)CN2CCN(S(=O)(=O)c3ccc4c(c3)OCCO4)CC2)cc1	-0.4	-3	-0.4	1	-1.4	-2	20	i	11	2
Cc1ccc(-c2noc(/C=C/c3ccccc3)n2)cc1	0.9	-3	-1.2	3	2.6	1	-8	i	-5	4
Cc1nc2cc(Nc3nnc(-c4ccccc4)c4ccccc34)ccc2n1C	1.2	2	-0.6	-2	2.1	-5	-3	i	-2	4
O=C(NCCOc1ccccc1F)c1cc([N+](=O)[O-])ccc1N1CCOCC1	0.4	-1	-0.4	-2	0.3	4	0	i	-28	2
CCOC(=O)C1CCN(C(=O)CN2C(=O)c3cccnc3Oc3ccccc32)CC1	0.1	-9	0.0	1	-1.0	-1	0	i	0	2
CN1CCCN(C(=O)CNC(=O)c2ccc(Cl)cc2Cl)CC1	-1.0	2	0.3	-2	-1.5	-3	-7	i	-4	-5
Cc1c(Cl)cccc1-c1ccc(/C=N/n2cnnc2)o1	3.1	0	-0.8	1	0.8	0	-1	i	-17	4

# Structural class: those above containing a COOH group (2)
Molecule	MsrA inhibitor	NadD block	TbMetRS inhib	STEP block	LMPTP inh	CSN deneddyl inh	Scp-1 inhibitor	Rpn11 block	SUMO1 PPI mod	DNMT1 block
CC/C=C\C/C=C\C/C=C\CCCCCCCC(=O)O	1.0	2	-1.3	-6	-2.3	34	49	i	19	37
O=C(O)/C=C/C(=O)c1ccc(O)cc1	-0.9	-6	0.6	0	-1.3	0	4	i	5	2

# The listing continues.
Molecule	MsrA inhibitor	NadD block	TbMetRS inhib	STEP block	LMPTP inh	CSN deneddyl inh	Scp-1 inhibitor	Rpn11 block	SUMO1 PPI mod	DNMT1 block
CCc1ccc2oc(-c3ccc(OC)cc3)cc(=Nc3c(C)n(C)n(-c4ccccc4)c3=O)c2c1	1.9	4	-0.2	0	2.1	10	14	i	-13	-10
CC(=O)Nc1cc(C(=O)N2CCN(C)CC2)ccc1Sc1ccc(C)cc1	-0.2	0	0.2	-1	-1.3	2	-5	i	-1	0
COc1ccc(CC(=O)NCC2CCCN(Cc3cccc(C(F)(F)F)c3)C2)cc1 (configuration not stated)	1.1	-4	0.2	1	-0.4	1	-5	i	-4	4
Cc1ccc(NC(=O)c2ccc3c(=O)n4c(nc3c2)CCC4)cc1S(=O)(=O)N(C)C	1.4	5	-0.1	0	1.7	-1	-1	i	9	-6
Cc1ccc(S(=O)(=O)N2c3ccccc3-c3c(ssc3=S)C2(C)C)cc1	2.1	0	-0.1	2	3.4	2	-16	i	-9	-4
CC1CCN(C2(O)C(=O)Nc3ccc(Br)cc32)CC1 (configuration not stated)	0.2	-5	-1.2	-4	0.5	-6	9	i	-15	-1
Cc1cc(NC(=O)c2ccccc2)ncc1NC(=O)c1ccco1	-1.1	0	-2.6	-2	0.0	3	6	i	6	1
CCOc1cc(N2CCOCC2)c(OCC)cc1NC(=O)c1[nH]c(C)c(C(C)=O)c1C	-0.1	-2	-0.2	2	0.0	-3	-1	i	-8	-2
Cc1nc(C(F)(F)F)ccc1C(=O)N1CCC1(C)C(=O)NS(=O)(=O)c1ccc(Cl)cc1 (configuration not stated)	0.2	1	-0.4	-2	-1.9	0	.	i	0	1
O=C(Nc1ccc(Cl)cc1[N+](=O)[O-])c1ccc2c(c1)OCCO2	0.4	1	-0.4	0	-0.5	4	-7	i	1	-1
O=C(CCS(=O)(=O)c1ccccc1)NC1CCCCC1	1.5	-1	-0.1	0	0.4	2	-9	i	2	17
O=C(Nc1ccc(C(=O)N2CCOCC2)cc1)c1cccc(Br)c1	-0.7	-3	-0.5	-1	0.8	-7	-17	i	0	0
COc1ccccc1NS(=O)(=O)c1cccc(C(=O)N/N=C/c2c(C)nn(-c3ccccc3)c2N2CCCC2)c1	0.6	24	-0.9	-1	1.2	2	-2	i	4	-18
CN1/C(=C\C(=S)NC(=O)c2cccc(Br)c2)C(C)(C)c2ccccc21	0.1	2	0.4	7	5.1	22	13	+	-32	6

# High-throughput results from PubChem.
